GPR151 activ = human GPR151 activation. Q8TDV0. PathHunter beta-arrestin GPR151 cells, luminescence. activation, % at 11.2 µM. 650,000 compounds, 1% hits. AID 1508602; in the data active = activation above about 4.9%;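 also: 0% = median of compound wells and 100% = cells with positive control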
Target sequence (Q8TDV0 whole entry, looked up): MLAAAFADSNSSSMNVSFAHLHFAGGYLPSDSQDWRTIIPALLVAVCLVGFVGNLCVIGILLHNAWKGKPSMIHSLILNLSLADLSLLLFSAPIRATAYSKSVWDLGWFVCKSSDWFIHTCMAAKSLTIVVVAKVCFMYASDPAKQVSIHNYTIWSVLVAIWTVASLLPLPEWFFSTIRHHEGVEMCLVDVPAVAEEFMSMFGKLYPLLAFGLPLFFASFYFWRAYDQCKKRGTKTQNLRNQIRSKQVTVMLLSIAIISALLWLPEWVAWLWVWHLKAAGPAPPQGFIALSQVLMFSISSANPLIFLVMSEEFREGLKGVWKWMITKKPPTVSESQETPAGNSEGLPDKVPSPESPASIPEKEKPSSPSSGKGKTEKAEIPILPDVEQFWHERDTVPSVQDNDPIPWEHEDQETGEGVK
MITF primary = human MITF inhibition, primary screen. O75030. AlphaScreen MITF homodimerization, bead proximity signal. inhibition, % at 2.6 µM. 650,000 compounds, 0.91% hits. AID 1259374; in the data active = inhibition above about 50%;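 also: 0% = vehicle wells with protein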
Target sequence (O75030 whole entry, looked up): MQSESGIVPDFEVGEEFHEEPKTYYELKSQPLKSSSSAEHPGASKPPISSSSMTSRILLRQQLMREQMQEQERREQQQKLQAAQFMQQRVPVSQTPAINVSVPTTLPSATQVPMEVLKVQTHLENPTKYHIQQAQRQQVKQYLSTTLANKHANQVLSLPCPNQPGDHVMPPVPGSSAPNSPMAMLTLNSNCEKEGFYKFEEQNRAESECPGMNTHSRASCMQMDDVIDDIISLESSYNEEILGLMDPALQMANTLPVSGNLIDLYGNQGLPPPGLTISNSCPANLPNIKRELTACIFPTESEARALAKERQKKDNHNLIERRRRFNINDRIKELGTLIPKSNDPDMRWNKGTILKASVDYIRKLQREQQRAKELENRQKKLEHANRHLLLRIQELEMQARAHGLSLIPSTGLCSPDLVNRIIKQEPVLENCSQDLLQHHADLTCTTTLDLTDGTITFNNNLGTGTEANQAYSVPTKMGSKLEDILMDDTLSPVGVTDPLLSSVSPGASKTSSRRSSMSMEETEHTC
FBW7 activator = human FBW7 E3 ligase activation, primary screen. Q969H0. AlphaScreen FBW7–phospho-cyclin E peptide binding, activator screen. normalized activity (activation), % at 26.1 µM. 650,000 compounds, 0.13% hits. AID 1259310; in the data active = normalized activity above about 1.9%;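 also: purified mutant Fbw7 with reduced substrate affinity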
TEAD-YAP block = TEAD-YAP interaction inhibition; inhibition, % at 9.12 µM; HEK-TIYL cells, TEAD-Gal4/YAP UAS-luciferase luminescence; 640,000 compounds, 1.4% hits; in the data active = inhibition above about 32%;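 also: 0% = median of test compound wells and 100% = reference inhibitor wells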
* = called active by the depositor; nt = no result given; & = joins results of further samples. Compounds were not picked by outcome. Share with any hit: about 3.5%.

Values run as follows: FBW7 activator | MITF primary | GPR151 activ | TEAD-YAP block
- Nc1nccc(-c2ccc3nc(C4COc5ccc(Br)cc5C4)[nH]c3c2)n1 (stereo not given)
 : 0.0 | 8 | -1.4 | 0
- CO/N=C(/C(=O)NC1C(=O)N2C(C(=O)OC(C)OC(C)=O)=C(COC(N)=O)CSC12)c1ccco1 (stereo not given)
 : -0.2 | 4 | 1.9 | 0
- CC(=O)OC[C@H]1O[C@@](COC(C)=O)(O[C@H]2O[C@H](COC(C)=O)[C@@H](OC(C)=O)[C@H](OC(C)=O)[C@H]2OC(C)=O)[C@@H](OC(C)=O)[C@@H]1OC(C)=O
 : -0.2 | -10 | -0.6 | -1
- CCC(C)Sc1nc2c(c(=O)n1-c1ccccc1)SCC2 (stereo not given)
 : 0.0 | 17 | -0.3 | -3
- Cc1nn(-c2ccccc2)c2sc(C(=O)Nc3ccccc3F)cc12
 : 0.0 | 8 | 2.4 | 5
- Cc1cccc(N(CC(=O)NC2CCCC2)C(=O)Cn2nnc(-c3ccc(F)cc3)n2)c1
 : 0.0 | 6 | -0.6 | 16
- CCOC(=O)c1ccc2c(c1)nc(COc1ccccc1C#N)n2CC
 : 0.1 | 4 | -0.8 | -4
- Cn1cc(CCNC(=O)CC2C(=O)NCCN2Cc2cccc(C(F)(F)F)c2)cn1 (stereo not given)
 : 0.1 | -5 | -0.1 | -5
- COc1cc(CNc2ncc(-c3ccc4c(c3)OCO4)n2C)cc(OC)c1OC
 : -0.3 | 19 | -0.2 | 15
- CCCCn1ncc(O)c(Cl)c1=O
 : 0.1 | -4 | -0.3 | 1
- O=C(CCn1c(=O)oc2ccccc21)N1CCCc2ccccc21
 : 0.1 | 9 | 0.2 | 0
- COc1ccc(/C=N/Nc2nc(-c3cc4cc(OC)ccc4oc3=O)cs2)cc1
 : 0.0 | 8 | 0.2 | -9
- CCc1cccc(C)c1NC(=O)CSc1nc2c(c(=O)n(C)c(=O)n2C)n1C
 : 0.2 | 20 | 2.9 | 10
- CCN(C(=O)Cc1nc(-c2ccc(OC)cc2)no1)c1cccc(Cl)c1
 : -0.3 | -8 | 0.8 | -21
- N#Cc1ccc(COC(=O)CC(NC(N)=O)c2ccc(Cl)cc2)cc1 (stereo not given)
 : 0.4 | 15 | -1.0 | 12
- O=C(Cc1c[nH]c2ccccc12)Nc1nc2ccccc2s1
 : -0.1 | 1 | 1.7 | -18
- CCN1C(c2ccccc2)=CS/C1=C(/C#N)c1nnc2n1CCCCC2
 : 0.1 | 10 | -1.2 | -12
- Cc1cc(OCC(=O)N/N=C/c2ccco2)cc(C)c1Cl
 : -0.1 | -3 | 0.0 | -4
- COc1ccc(/C(O)=C2/C(=O)C(=O)N(CCCN3CCOCC3)C2c2ccc(OC)c(OC)c2)cc1 (stereo not given)
 : -0.2 | 5 | 1.8 | 0
- CC1CCCN(S(=O)(=O)c2cc([N+](=O)[O-])ccc2Cl)C1 (stereo not given)
 : -0.5 | -87 | -0.3 | 0
- COc1ccc(S(=O)(=O)N(CCc2ccccc2)CC(=O)N2CCCC2)cc1
 : -0.1 | 16 | 0.8 | 9
- COc1ccccc1NC(=O)CNC(=O)c1ccc(C(C)(C)C)cc1
 : 0.0 | -1 | -1.0 | -8
- O=C(Cc1csc2nc(-c3ccc(F)cc3)cn12)NCc1cccnc1
 : 0.1 | 4 | -0.6 | 4
- O=c1c(=O)n(Cc2ccc(F)cc2)ccn1CCc1ccccc1
 : -0.1 | -1 | 0.2 | 14
- NC(=O)COc1ccc(NC(=O)c2cc(-n3cnnc3)ccc2Cl)cc1
 : -0.3 | -8 | 1.7 | 1
- Cn1c(=O)c2c(O)cc(=O)[nH]c2n(C)c1=O
 : -0.1 | 6 | 0.5 | 14
- NCCNc1c2c(nc3cc(-c4cccc(F)c4)nn13)CCC2
 : -0.1 | -1 | 1.7 | -3
- CCOC(=O)C1(Cc2cccc(Cl)c2)CCCN(C(=O)c2scnc2C)C1 (stereo not given)
 : -0.1 | 3 | -2.6 | -40
- Cc1oc(-c2ccccc2)nc1CS(=O)CC(=O)N(C)Cc1ccccc1 (stereo not given)
 : 0.4 | 16 | 0.5 | 4
- COc1cccc(/C=C/c2nc3ccccc3c(=O)n2-c2ccc(C)c(C)c2)c1OC
 : 0.0 | -3 | 1.9 | -8
- COc1ccc(OC)c(NC(=O)C(C(C)C)N2C(=O)c3ccccc3C2=O)c1 (stereo not given)
 : 0.0 | -15 | 0.2 | -5
- O=C(Cc1ccc(F)cc1)NCCCS(=O)(=O)N1CCc2ccccc2C1
 : 0.0 | -9 | 1.0 | -1
- Cc1ccsc1C(=O)NCc1ccc(F)cc1
 : 0.5 | 6 | -1.5 | 9
- C=CCOc1ccccc1OCC(O)CNC(C)C (stereo not given)
 : 0.5 | 24 | 0.7 | nt
- Cc1cccc(OCC(O)CN2CCOCC2)c1 (stereo not given)
 : 0.9 | 8 | -1.4 | 10
- O=C(C1CC1)N1CCc2cc(S(=O)(=O)N3CCOCC3)ccc21
 : -0.1 | -18 | -0.2 | -11
- O=C(CCCn1c2ccccc2c2cn[nH]c(=O)c21)NCc1ccccn1
 : 0.1 | -17 | 2.3 | -9
- COc1cccc(C(=O)N2CCCC(c3ccccc3)C2)c1 (stereo not given)
 : -0.2 | -2 | 2.0 | -28
- CCN1CCSc2ccc(C(=O)NCc3cccnc3)cc21
 : 0.0 | 6 | -1.6 | 1
- COc1ccc(/C=C2\SC(=NC3CCCC3)NC2=O)cc1
 : -0.3 | -5 | -0.5 | -1
- O=C1NC(=O)C(CCc2ccccc2)(C2CCN(Cc3ccc(F)cc3)CC2)N1 (stereo not given)
 : -0.1 | 6 | -0.5 | 3
- CCOc1cc(C(=O)NCC(c2ccc3c(c2)CCN3C)N2CCCC2)cc(OCC)c1OCC (stereo not given)
 : 0.0 | 8 | 1.6 | 1
- Cc1cc2ncn(-c3ncnc4sc(C)c(C)c34)c2cc1C
 : -0.1 | -14 | -1.3 | 1
- COc1ccc(N(C(C)C(=O)Nc2cccc(F)c2)S(C)(=O)=O)cc1 (stereo not given)
 : 0.2 | -1 | -0.3 | -2
- O=C(Nc1ccc(NC(=O)C2CC2)nc1)c1cnccn1
 : 0.2 | 1 | 1.9 | -2
- CSCCC(NC(=O)/C(=C/c1ccc(Cl)cc1)NC(=O)c1ccccc1)C(=O)O (stereo not given)
 : -0.1 | 10 | -0.1 | 2
- O=C(Nc1ccc2[nH]ncc2c1)C1CCN(C(=O)[C@@H](O)c2ccccc2Cl)CC1
 : 0.2 | 11 | -0.2 | 5
- COc1ccc(NC(=O)C2COc3ccccc3O2)cc1 (stereo not given)
 : 0.1 | 5 | 0.5 | -41
- CCOC(=O)NCCCCNC(=O)OCC
 : 0.0 | -7 | -0.8 | 2
- O=C(C1=C(O)C(=O)N(c2ncccn2)C1c1ccccc1F)c1ccco1 (stereo not given)
 : 0.0 | 34 | 0.9 | 9

Given bar-delimited: part of the list above
molecule | FBW7 activator | MITF primary | GPR151 activ | TEAD-YAP block
CSCCC(NC(=O)/C(=C/c1ccc(Cl)cc1)NC(=O)c1ccccc1)C(=O)O (stereo not given) | -0.1 | 10 | -0.1 | 2
O=C(Nc1ccc2[nH]ncc2c1)C1CCN(C(=O)[C@@H](O)c2ccccc2Cl)CC1 | 0.2 | 11 | -0.2 | 5

Later entries
Values run as follows: FBW7 activator | MITF primary | GPR151 activ | TEAD-YAP block
- Cc1ccnc(NC(=O)c2cccs2)c1
 : 0.0 | 10 | -8.3 | -26
- Cn1c(CCNC(=O)C2CC23CCN(C(=O)CC2=CCCCC2)CC3)nc2ccccc21 (stereo not given)
 : 0.7 | 17 | -0.8 | -2
- O=C(NCCO)/C(=C/c1cccc([N+](=O)[O-])c1)NC(=O)c1cccc(Br)c1
 : 0.1 | 4 | 0.8 | 0
- CC1=C(C(=O)OCCOc2ccccc2)C(c2cccc3ccccc23)C2=C(CCCC2=O)N1 (stereo not given)
 : -0.1 | 4 | -1.0 | 0
- Cc1cc(C)nc(N/N=C/c2ccc(I)o2)n1
 : -0.4 | 0 | -0.8 | -6
- Cc1ccc(C(=O)c2oc3nc(C)cc(C)c3c2N)cc1
 : 0.3 | 7 | -0.6 | 9
- COc1ccc(N2C(=O)c3cccc4c(N5CCOCC5)ccc(c34)C2=O)cc1
 : -0.2 | -3 | -0.9 | -2
- O=C1C2C3c4ccccc4C(c4ccccc43)C2C(=O)N1CCOCc1ccccc1 (stereo not given)
 : -0.1 | 3 | 2.2 | 15
- Cc1cc(C)nc(N2CCC(C(=O)Nc3ccc(C(C)(C)C)cc3)CC2)n1
 : 0.0 | 0 | -0.7 | -5
- Cc1ccc(-c2nc(NC(=O)c3cc([N+](=O)[O-])ccc3Cl)sc2-c2ccccc2)cc1
 : 0.1 | 4 | 2.2 | 17
- COCCn1c(=NC(=O)c2ccccc2OC)sc2cc(OC)ccc21
 : 0.6 | -12 | 4.0 | -1
- CCOc1ccc(NC(=O)CN(c2ccccc2OC)S(C)(=O)=O)cc1
 : -0.1 | 1 | -0.3 | -2
- COC(=O)c1ccc2c(=O)n(Nc3nc(C)cc(C)n3)c(SCc3cccc(Cl)c3)nc2c1
 : -0.1 | 0 | 3.7 | -6
- CCN1CCN(C(=O)Nc2cccc([N+](=O)[O-])c2)CC1
 : -0.2 | -22 | -2.6 | -4
- CC(NC(=O)COc1ccccc1)C1CC2CCC1C2 (stereo not given)
 : 0.0 | -2 | 0.3 | -8
- Cc1cccc(N2CCN(C(=O)[C@H]3[C@@H]4C[C@@H]5[C@H]3C(=O)O[C@@H]5C4)CC2C)c1 (stereo not given in full)
 : 0.1 | 6 | -0.7 | 9
- c1cc(-c2cc(N3CCCCC3)nc(-c3ccncc3)n2)ccn1
 : 0.2 | 19 | 1.6 | 13
- CC(=O)C1C(=O)c2c(cccc2[N+](=O)[O-])C1=Nc1ccccc1C (stereo not given)
 : 0.5 | 3 | 1.5 | 0
- CS(=O)(=O)N(CC(=O)NCCSC1CCCCC1)c1ccccc1
 : -0.2 | -8 | 1.5 | -2
- CCOc1ccc(C(=O)Nc2ccc(-c3ccc(N4CCCC4)nn3)cc2)cc1
 : 0.1 | 13 | 0.0 | -1
- Cc1ccc(CNC(=O)c2ccc(NS(=O)(=O)c3c(C)noc3C)cc2)cc1
 : 0.1 | 0 | -0.4 | -1
- CCC(CC)CN1CCc2c(C(=O)OC)c(OCC3CCCN(C)C3)cc(=O)n2CC1 (stereo not given)
 : 0.1 | 15 | 1.0 | 11
- COc1ccc(OCCN2CCOCC2)cc1
 : 0.1 | 3 | -0.4 | 6
- Cc1cccc(C)c1NC(=O)C(C)N (stereo not given)
 : -0.1&-0.1 | 12&-16 | 0.6&0.7 | 1
- CCn1c(=S)[nH]c2cc(C(=O)O)ccc2c1=O
 : -0.1 | -8 | -1.0 | -3
- CC(C)(C)OC(=O)N1CCC(c2c(C(=O)O)cnn2-c2ccccc2)CC1
 : 0.3 | 21 | -1.0 | -9
- CCCn1c(C(O)c2ccc(OCc3ccccc3)c(OC)c2)nc2ccccc21 (stereo not given)
 : 0.0 | 8 | -0.4 | 8
- CCC(C)NC(=O)c1ccccc1NS(=O)(=O)c1ccc(F)c(F)c1 (stereo not given)
 : 0.1 | 16 | -0.2 | 7
- O=C(Nc1ncnc2nc[nH]c12)c1cc(-c2cccs2)nc2ccccc12
 : 0.1 | 11 | -1.5 | 14
- Cc1ccc2oc(-c3cccc(NC(=O)c4cc5ccccc5oc4=O)c3C)nc2c1
 : 0.0 | 3 | -0.3 | -5

Brought forward from above: 7 compounds, followed by the next part.
Values run as follows: FBW7 activator | MITF primary | GPR151 activ | TEAD-YAP block
- Cc1cccc(C)c1NC(=O)C(C)N (stereo not given)
 : -0.1&-0.1 | 12&-16 | 0.6&0.7 | 1
- CCn1c(=S)[nH]c2cc(C(=O)O)ccc2c1=O
 : -0.1 | -8 | -1.0 | -3
- CC(C)(C)OC(=O)N1CCC(c2c(C(=O)O)cnn2-c2ccccc2)CC1
 : 0.3 | 21 | -1.0 | -9
- CCCn1c(C(O)c2ccc(OCc3ccccc3)c(OC)c2)nc2ccccc21 (stereo not given)
 : 0.0 | 8 | -0.4 | 8
- CCC(C)NC(=O)c1ccccc1NS(=O)(=O)c1ccc(F)c(F)c1 (stereo not given)
 : 0.1 | 16 | -0.2 | 7
- O=C(Nc1ncnc2nc[nH]c12)c1cc(-c2cccs2)nc2ccccc12
 : 0.1 | 11 | -1.5 | 14
- Cc1ccc2oc(-c3cccc(NC(=O)c4cc5ccccc5oc4=O)c3C)nc2c1
 : 0.0 | 3 | -0.3 | -5
- Nc1nc(NC2CCN(Cc3ccccc3)CC2)cc(N2CCc3ccccc3C2)n1
 : 0.0 | 16 | 1.6 | 2
- CCOC(=O)c1ccccc1NC(=O)c1cccc2c1C(=O)N(CCOC)C2
 : -0.1 | -5 | -0.1 | 1
- O=C(c1ccco1)N1CCCC(c2ccccc2)C1 (stereo not given)
 : 0.2 | 15 | 0.9 | 2
- COc1ccccc1CNC(=O)C1CC(=O)N(c2ccc(C)c(C)c2)C1 (stereo not given)
 : -0.2 | 3 | -0.4 | -17
- CC(=O)N[C@H]1[C@H](Oc2cccc(C)c2)O[C@@H]2COC(c3ccccc3)O[C@H]2[C@@H]1O (stereo not given in full)
 : 0.2 | 16 | -1.0 | -12
- O=C(NCCCN1CCOCC1)c1ccc(CNS(=O)(=O)c2ccc(F)cc2)cc1
 : 0.1 | -3 | -1.2 | 3
- CC(=O)c1cccc(NC(=O)Nc2nc(SCC(=O)C(C)(C)C)ns2)c1
 : -0.1 | -12 | 0.8 | 2
- C=CCN1C(=O)/C(=c2\sc3nc(-c4ccc(OC(C)C)cc4)nn3c2=O)c2ccccc21
 : 0.6 | 4 | -0.3 | -10
